# FBW7 act: human FBW7 E3 ligase activation, primary screen; AlphaScreen FBW7–phospho-cyclin E peptide binding, activator screen; normalized activity (activation), % at 26.1 µM; 0.13% of 650,000 active; AID 1259310; in the data active = normalized activity above about 1.9%;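 also: purified mutant Fbw7 with reduced substrate affinity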
# TEAD-YAP block: TEAD-YAP interaction inhibition; 1.4% of 640,000 active; inhibition, % at 9.12 µM; HEK-TIYL cells, TEAD-Gal4/YAP UAS-luciferase luminescence; AID 1259422; in the data active = inhibition above about 32%;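 also: 0% = median of test compound wells and 100% = reference inhibitor wells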
# MITF inh: inhibitors of human MITF; inhibition, % at 2.6 µM; 0.91% of 650,000 active; O75030; AlphaScreen MITF homodimerization, bead proximity signal; in the data active = inhibition above about 50%;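 also: 0% = vehicle wells with protein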
# Target sequence (O75030 whole entry, looked up): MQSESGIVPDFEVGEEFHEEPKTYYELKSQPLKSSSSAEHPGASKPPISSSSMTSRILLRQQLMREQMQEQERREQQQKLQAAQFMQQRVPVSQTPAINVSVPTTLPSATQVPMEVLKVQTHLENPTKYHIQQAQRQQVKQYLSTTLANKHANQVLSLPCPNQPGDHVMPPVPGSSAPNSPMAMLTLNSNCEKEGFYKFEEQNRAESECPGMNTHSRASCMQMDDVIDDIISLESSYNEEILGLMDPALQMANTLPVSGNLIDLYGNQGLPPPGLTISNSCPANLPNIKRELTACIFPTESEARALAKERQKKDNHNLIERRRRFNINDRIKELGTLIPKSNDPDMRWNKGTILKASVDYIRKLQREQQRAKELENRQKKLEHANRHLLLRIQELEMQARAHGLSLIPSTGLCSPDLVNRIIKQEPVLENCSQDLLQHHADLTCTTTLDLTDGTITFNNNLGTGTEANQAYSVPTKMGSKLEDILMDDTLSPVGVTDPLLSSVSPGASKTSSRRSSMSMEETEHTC
# GPR151 ag: human GPR151 activation | 1% of 650,000 active | PathHunter beta-arrestin GPR151 cells, luminescence | activation, % at 11.2 µM; in the data active = activation above about 4.9%;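 also: 0% = median of compound wells and 100% = cells with positive control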
# Target sequence (Q8TDV0 whole entry, looked up): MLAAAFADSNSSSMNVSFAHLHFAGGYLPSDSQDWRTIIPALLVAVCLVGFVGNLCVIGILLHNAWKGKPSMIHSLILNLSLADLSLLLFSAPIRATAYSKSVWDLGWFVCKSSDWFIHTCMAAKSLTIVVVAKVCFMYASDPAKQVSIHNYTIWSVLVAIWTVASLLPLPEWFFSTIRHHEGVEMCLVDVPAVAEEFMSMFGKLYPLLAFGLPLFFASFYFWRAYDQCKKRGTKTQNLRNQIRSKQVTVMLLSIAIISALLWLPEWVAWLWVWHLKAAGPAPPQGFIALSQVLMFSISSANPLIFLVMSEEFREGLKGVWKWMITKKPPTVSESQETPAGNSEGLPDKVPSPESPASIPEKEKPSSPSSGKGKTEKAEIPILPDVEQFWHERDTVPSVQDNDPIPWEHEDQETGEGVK
# An asterisk follows results filed as active; / = no result given. Random draw from the library (roughly 3.4% active in at least one column).
SMILES,FBW7 act,TEAD-YAP block,MITF inh,GPR151 ag
O=S(=O)(NCCCCCCc1ccccc1)c1cccc2c(Cl)cccc12,0.6,/,-1,0.8
COc1ccc(-c2ncc(C(=O)NCCN3CCOCC3)s2)cc1,0.0,-4,-9,-1.5
COc1ccc(Cn2nnnc2C(c2ccccc2Cl)N2CCC(C(N)=O)CC2)cc1 (configuration not stated),1.0,-5,16,-0.8
O=C(NCc1ccco1)c1ccc2c(Cl)c3c(nc2c1)CCC3,-0.2,-46,-3,-0.4
O=C(Cn1ncc2c(=O)oc3ccccc3c21)NC1CCCc2ccccc21 (configuration not stated),-0.1,-1,-1,0.5
COC(=O)c1ccc(C2C(C#N)=C(N)OC3=C2C(=O)CC(C)(C)C3)cc1 (configuration not stated),-0.2,-5,3,-0.3
Nc1ncc(Br)cc1S(=O)(=O)N1CCCCC1,-0.3,-14,-7,0.9
Cc1nc(N2CCOCC2)sc1C(=O)NN,-0.4,-17,15,0.4
COc1ccc(/C(C)=N/NC(=O)CNC(=O)c2ccco2)cc1,-0.1,-2,10,1.0
CCN(CC)C(=O)C1CCCN(c2nc(C)cc(N)n2)C1 (configuration not stated),1.2,15,6,-2.0
CC(C)C(CO)Nc1nccn2c(-c3ccccc3F)cnc12 (configuration not stated),0.4,-18,12,0.9
CC(=O)c1ccc(OCc2ccccc2)cc1C,0.1,-32,14,-2.2
CCOC(=O)c1cc2sc(Br)cc2n1CC(N)=O,-0.3,1,-2,0.7
CCCOc1ccc(N2C(=O)CC(N3CCN(C=O)CC3)C2=O)cc1 (configuration not stated),0.0,7,10,0.4
Cc1ccc(S(=O)(=O)N2COCC2(C)C)cc1,0.5,-8,9,-0.7
CCn1c(SCC(=O)Nc2cccc(C(=O)O)c2)nnc1C(C)Oc1ccccc1 (configuration not stated),-0.3,3,1,1.0
COc1ccc(CNc2ccc3ncc(-c4cccc(O)c4)n3n2)cc1,-0.5,3,-19,0.8
CCCCc1c(C)c(C#N)c2nc3ccccc3n2c1N1CCN(c2ccccn2)CC1,0.0,-4,7,-0.7
COC(=O)c1ccccc1NC(=O)Cn1cnc2c(cnn2C)c1=O,0.0,7,10,-0.5
COC(=O)c1c(NC(=O)c2ccccc2Br)sc2c1C(C(=O)OC)CC2 (configuration not stated),0.2,4,15,-0.6
Cc1[nH]c2ccc(-c3nnc(SCC(=O)Nc4cccc([N+](=O)[O-])c4)n3-c3ccccc3)cc2c1C,2.4*,2,17,0.7
NC(=O)N/N=C\c1cn(-c2ccccc2)nc1-c1ccc2ccccc2c1,0.1,-18,1,1.1
CCc1cc2c(=O)n(-c3ccc(Br)cc3)cnc2s1,0.0,-23,0,0.8
Cc1cccc(N2CCN(C(=O)CCCOc3cc(=O)n(C)c4ccccc34)CC2C)c1 (configuration not stated),-0.2,10,-2,1.0
CCOc1ccc(CNC(=O)CCC(=O)N2CCSc3ccccc32)cc1,0.1,-1,-8,-2.2

# Next results follow.
SMILES,FBW7 act,TEAD-YAP block,MITF inh,GPR151 ag
O=C1CC(SCCc2nc3ccccc3[nH]2)C(=O)N1c1cccc(F)c1 (configuration not stated),-0.2,0,7,-0.1
CC(=O)N/C(=C\c1ccccc1)C(=O)NC(C)(C)C,0.2,4,-4,5.6*
CC(C)C[C@H](NC1CCC(=O)N(Cc2cc3c(cc2Cl)OCO3)CC1)C(N)=O (some centres not stated),0.1,9,7,-0.4
COc1ccc(CNS(=O)(=O)c2cc3c4c(c2)CCC(=O)N4CCC3)cc1,-0.1,3,0,0.9
CCOc1ccc(NC(=O)CSc2nc3ccc(NC(=O)C(CC)Sc4nnnn4-c4ccccc4)cc3s2)cc1 (configuration not stated),0.3,-6,9,3.6
CC(=O)C1=C(C)NC(SCc2cccc([N+](=O)[O-])c2)=C(C#N)C1c1cccnc1 (configuration not stated),-0.2,4,0,0.5
O=C(Cn1cccn1)NCc1nc(-c2ccccc2)no1,-0.2,-10,5,0.5
COc1ccc(C2C3=C(CCCC3=O)Nc3ccccc3N2C(C)=O)cc1OC (configuration not stated),0.0,10,-10,0.6
COc1cc([N+](=O)[O-])cc2sc(NC(=O)c3ccccc3Cl)nc12,0.1,1,8,0.7
O=C1CCC(=O)N1CNc1ccc(Oc2ccc(NCN3C(=O)CCC3=O)cc2)cc1,0.2,4,3,0.5
CC(C)(C)C1CCc2c(sc3nc(SCCc4ccccc4)n(Cc4ccccc4)c(=O)c23)C1 (configuration not stated),-0.1,-2,-11,2.3
CCOC(=O)c1c(NC(=O)c2ccccc2C)sc(C(=O)Nc2ccccc2F)c1C,0.0,-11,16,-0.4
COc1ccccc1/C=N/NC(=O)COc1cccc(Cl)c1,0.1,4,14,1.0
CC1(C)CC(=O)c2c(nn(-c3ccccc3)c2-c2ccc(Cl)cc2)C1,0.0,6,15,-1.9
O=C(NC(O)C(=O)c1ccccc1)c1ccccc1 (configuration not stated),0.8,10,-8,-1.5
CCCNC(=O)CN1C(=O)NC(CC(C)C)C1=O (configuration not stated),-0.1,5,-12,-0.3
O=c1c2sccc2nc(SCc2csc3ccc(Cl)cc23)n1Cc1ccccc1Cl,0.2,-10,-1,-2.1
Cc1ccnc(NC(c2ccncc2)c2ccc3ccc(C)nc3c2O)c1 (configuration not stated),-0.2,39*,4,1.0
CC(=O)c1ccc(N2CCN(CC(=O)N3CCCc4ccccc43)CC2)cc1,-0.3,-5,-1,-0.3
CCSc1nc2c(c(=O)[nH]1)C(c1ccc([N+](=O)[O-])cc1)C(C(=O)OC)=C(C)N2 (configuration not stated),0.0,2,18,-0.4
Cc1sc2ncnc(NCCc3ccccc3)c2c1C,0.0,9,8,5.4*
Cc1ccc(C2Nc3ccccc3C(=O)N2c2ccc(C)c(C)c2)cc1 (configuration not stated),0.2,-59,-3,-1.3
O=C1CC(c2cccs2)Cc2nc(N3CCOCC3)ncc21 (configuration not stated),0.6,10,2,1.2
CCCCc1ncc(CN2CCC3(CC2)CC3C(=O)NCCC2=CCCCC2)[nH]1 (configuration not stated),-0.1,0,5,-0.8
Cc1ccc(C2CC(C(F)(F)F)n3nc(C(=O)NCc4ccco4)c(Cl)c3N2)cc1 (configuration not stated),0.1,20,29,0.6

# 3 structures out of the list, sorted by SMILES length, highest first.
SMILES,FBW7 act,TEAD-YAP block,MITF inh,GPR151 ag
CCSc1nc2c(c(=O)[nH]1)C(c1ccc([N+](=O)[O-])cc1)C(C(=O)OC)=C(C)N2 (configuration not stated),0.0,2,18,-0.4
CCOC(=O)c1c(NC(=O)c2ccccc2C)sc(C(=O)Nc2ccccc2F)c1C,0.0,-11,16,-0.4
O=C(Cn1cccn1)NCc1nc(-c2ccccc2)no1,-0.2,-10,5,0.5

# The results go on:
SMILES,FBW7 act,TEAD-YAP block,MITF inh,GPR151 ag
N#Cc1ccc(Cl)cc1NC(=O)COC(=O)CN1C(=O)C2CCCCC2C1=O (configuration not stated),-0.1,4,-6,0.0
CC(C)[C@H](NC(=O)c1ccco1)C(=O)OC/C(O)=C(\C#N)c1nc2ccccc2[nH]1,0.1,-9,13,-0.8
O=C(Nc1ccc(Oc2ccccc2)cc1)c1ccc(F)c(S(=O)(=O)N2CCc3ccccc3C2)c1,0.1,-1,23,-0.4
Cc1nc(SCC(=O)Nc2ccc(F)cc2)c2c(C)c(C)sc2n1,0.0,-2,14,1.3
COc1cc(CO)c(Br)cc1OCC(=O)O,0.0,0,-1,-0.7
Oc1ccc(-n2cccc2/C=N/n2cnnc2)cc1,0.2,-6,3,-0.4
Cc1ccc(-c2csc3c(=O)n(CC(=O)NCc4ccc(Cl)cc4)cnc23)cc1,0.6,5,11,-2.0
Cc1cc(NC(=O)Nc2nnc(N3CCCCCC3)s2)ccc1Br,0.2,8,-2,-0.6
O=C(Nc1ccc2c(c1)OCCO2)C1CCN(C(=O)c2ccc([N+](=O)[O-])cc2)CC1,0.0,7,12,4.8
COCCOC(=O)C1=C(C)NC2=C(C(=O)CCC2)C1c1ccsc1 (configuration not stated),0.1,13,12,1.4
N#CC1=C(N)N(c2c(F)cccc2F)C2=C(C(=O)CCC2)C1c1ccsc1 (configuration not stated),-0.1,3,3,1.5
O=C(NCCc1ccccc1)C(=S)Nc1ccccc1,0.0,-35,0,1.1
CNC(=O)c1ccsc1NC(=O)CN1C(=O)CCC1=O,-0.2,3,-2,-0.2
CSc1ccc(S(=O)(=O)Nc2ccc(NC(C)=O)cc2)cc1,0.0,1,-2,-1.2
Cc1ccc(-n2c(=O)/c(=C\c3ccc([N+](=O)[O-])cc3)s/c2=C(/C#N)C(N)=O)cc1,0.1,16,13,-2.4
CCCN1C(=O)/C(=C\c2nc3ccccc3c(=O)n2-c2ccc(OC)cc2)c2cc(Br)ccc21,0.3,3,10,-1.9
Cc1cccn2c(=O)c3c(nc12)CCN(C(=O)N1CCOCC1)C3,-0.1,-10,-2,0.6
CC1CC(C)CN(S(=O)(=O)c2ccc3[nH]cc(C(=O)N(Cc4ccco4)CC4CCCO4)c(=O)c3c2)C1 (configuration not stated),0.2,2,8,0.8
C=CCNC(=O)c1cc(-c2ccc(OC)c(OC)c2)on1,0.0,-31,12,-0.9
COC(=O)c1ccc(NC(=O)C(=O)c2c(-c3ccccc3)cc3ccccn23)cc1,0.4,7,7,-0.8
N#Cc1c(-c2cccs2)cc(-c2cccs2)nc1N,1.5,21,-24,0.7
O=C(c1ccco1)N1CCN(C(=S)NCc2ccc(Cl)cc2)CC1,0.0,-11,1,0.0
Cc1cc(=O)oc2c(CN3CCCCCC3)c(O)ccc12,0.8,0,14,-0.3
O=C(c1cnc2scc(-c3ccc(Cl)s3)n2c1=O)N1CCOCC1,0.6,8,12,0.0
COc1cccc(NC(=O)CSc2nc(NCCc3ccccc3)c3ccccc3n2)c1,0.0,-1,5,0.8

# (list continues)
SMILES,FBW7 act,TEAD-YAP block,MITF inh,GPR151 ag
CC1CC(C)(C)NC(=S)N1CCCC(=O)N1CCN(c2ccccn2)CC1 (configuration not stated),-0.1,6,-5,-0.2
Cc1nc(N)sc1Cc1ccc2c(c1)OCO2,-0.3,-1,-4,-1.6
C=CCN(CC=C)S(=O)(=O)c1ccc2nc(N)sc2c1,0.2,-3,-2,1.3
CC(C)CC(=O)C1CCCN(C(=O)C2CC(Cc3ccc4c(c3)OCO4)=NO2)C1 (configuration not stated),0.2,-16,-4,1.5
Nc1nc(NCCc2ccc(O)cc2)cc(NCc2ccc3c(c2)OCO3)n1,-0.1,23,4,-0.7
CC(=O)c1cc(CN2CCC(C(=O)Nc3ccc(-n4nc(C)cc4C)cc3)CC2)cs1,0.4,4,17,-1.0
CC(C)NC(=S)NC(=O)c1ccc(Cl)cc1Cl,0.1,-12,-16,-0.8
CC(=O)Nc1ccccc1C(=O)C(=O)NC1CCCCC1,0.4,9,8,-1.0
O=C(NC1CC1)C1CCC(Cn2c(=O)[nH]c3ccsc3c2=O)CC1 (configuration not stated),0.0,-4,-11,0.1
C=CCn1c(SCC#CCO)nc2ccccc2c1=O,-0.3,1,-10,0.2
Cc1ccc(Cl)cc1NC(=O)N1CCOc2ccccc21,0.5,-9,14,-1.4
COc1ccc(N(C(C)C(=O)N2CCN(C)CC2)S(C)(=O)=O)cc1 (configuration not stated),-0.1,-3,-1,-0.1
CCn1nc(C(=O)NN)c2ccccc2c1=O,0.0,1,3,0.2
COc1ccc(N2CCN(c3nc(-c4ccc(OC)c(OC)c4)no3)CC2)cc1,-0.1,5,-10,-0.8
Cc1ccc(-c2nn(CC(=O)Nc3ccc(OC(F)(F)F)cc3)c(=O)c3ccccc23)cc1S(=O)(=O)N1CCOCC1,0.1,-1,-3,-0.6
CCSc1nnc(NC(=O)CSc2nnc(NC(=O)c3cccc4ccccc34)s2)s1,-0.1,15,14,0.6
Cc1cccc2nc(-c3cccc(NC(=O)C(C)C)c3)cn12,0.0,-9,-13,0.0

# Gathered by group, those above with a Cl atom
SMILES,FBW7 act,TEAD-YAP block,MITF inh,GPR151 ag
O=S(=O)(NCCCCCCc1ccccc1)c1cccc2c(Cl)cccc12,0.6,/,-1,0.8
COc1ccc(Cn2nnnc2C(c2ccccc2Cl)N2CCC(C(N)=O)CC2)cc1 (configuration not stated),1.0,-5,16,-0.8
O=C(NCc1ccco1)c1ccc2c(Cl)c3c(nc2c1)CCC3,-0.2,-46,-3,-0.4
CC(C)C[C@H](NC1CCC(=O)N(Cc2cc3c(cc2Cl)OCO3)CC1)C(N)=O (some centres not stated),0.1,9,7,-0.4
COc1cc([N+](=O)[O-])cc2sc(NC(=O)c3ccccc3Cl)nc12,0.1,1,8,0.7
COc1ccccc1/C=N/NC(=O)COc1cccc(Cl)c1,0.1,4,14,1.0
CC1(C)CC(=O)c2c(nn(-c3ccccc3)c2-c2ccc(Cl)cc2)C1,0.0,6,15,-1.9
O=c1c2sccc2nc(SCc2csc3ccc(Cl)cc23)n1Cc1ccccc1Cl,0.2,-10,-1,-2.1
Cc1ccc(C2CC(C(F)(F)F)n3nc(C(=O)NCc4ccco4)c(Cl)c3N2)cc1 (configuration not stated),0.1,20,29,0.6
N#Cc1ccc(Cl)cc1NC(=O)COC(=O)CN1C(=O)C2CCCCC2C1=O (configuration not stated),-0.1,4,-6,0.0
Cc1ccc(-c2csc3c(=O)n(CC(=O)NCc4ccc(Cl)cc4)cnc23)cc1,0.6,5,11,-2.0
O=C(c1ccco1)N1CCN(C(=S)NCc2ccc(Cl)cc2)CC1,0.0,-11,1,0.0
O=C(c1cnc2scc(-c3ccc(Cl)s3)n2c1=O)N1CCOCC1,0.6,8,12,0.0
CC(C)NC(=S)NC(=O)c1ccc(Cl)cc1Cl,0.1,-12,-16,-0.8
Cc1ccc(Cl)cc1NC(=O)N1CCOc2ccccc21,0.5,-9,14,-1.4
